High-throughput results from PubChem BioAssay.
SKBR3 24h inh: SK-BR-3 proliferation inhibitors, primary screen, cell-based, human, 24 h; AID 847, 2007; SK-BR-3 viability, CellTiter-Glo ATP luminescence; hits give low values; hit rate 0.47% among 41,000; viability, % at 10 µM;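 active means viability at or below the median of all test compounds minus 3 SD, in both replicates if run twice, cut at about 45% in these data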;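 further: 100% = median untreated cell wells and 0% = median positive control drug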
* = called active by the depositor. Only part of the results is shown; the hit share may differ from the screen's.

compound	SKBR3 24h inh
Cn1c(N2CCN(C(=O)NCc3ccccc3)CC2)nc2ccccc21	92.4
COc1ccc(-n2c(SCC(=O)Nc3ccc(C(=O)O)cc3)nnc2-c2cccs2)cc1	90.5
COc1ccc(OC)c(S(=O)(=O)n2nnc3cc(Cl)ccc32)c1	90.2
CCCOc1ccc(/C(O)=C2/C(=O)C(=O)N(CCN(CC)CC)C2c2ccncc2)cc1 (centres undefined)	97.4
COc1ccc(C(C)=O)c2c1OCCO2	89.3
CC1(C)CC(=O)C=C(NCCc2ccc(S(N)(=O)=O)cc2)C1	96.6
COc1cccc(C(=O)Nc2ccc(C)cc2)c1	101.9
Cc1nnc(SCc2cc(=O)[nH]c(N3CCCCC3)n2)s1	86.7
N#Cc1ccccc1CSc1nc2ncc(Br)cc2[nH]1	92.9
Cc1cccc(N/C(N)=N/c2nc3c(c(=O)[nH]2)CCCC3)c1	81.4
O=C(CSc1nc2ccccc2o1)N1CCN(c2ccccc2)CC1	85.6
COc1cccc(-c2nnc(SCC(=O)Nc3ccc(OC)c(OC)c3)n2N)c1	95.4
Cc1c(-c2ccc(F)cc2)nc(N)c(C#N)c1-c1ccco1	121.5
CCOC(=O)C1CCN(C(=O)c2oc3ccc(S(=O)(=O)N4CCCCCC4)cc3c2C)CC1	68.9
O=C(CC1NC2CCCCC2NC1=O)Nc1cccc(C(F)(F)F)c1 (centres undefined)	97.2
Cc1c(NC(=O)c2cc(-c3ccccc3)on2)c(=O)n(-c2ccccc2)n1C	87.4
CC(=O)N1CC2(C)CN(C(C)=O)CC(C)(C1)C2=O	108.9
CC(C)c1nc(=S)c2ccccc2[nH]1	101.4
CC(=O)C1=C(C)Nc2cc(C(F)(F)F)ccc2S1	103.6
CCOc1ccc(NC(=O)c2cnsn2)cc1	81.0
CCOC(=O)c1cn(CC)c2ccc(Br)cc2c1=O	109.5
O=C(NC1CCCCC1)N1CCC(c2nc(-c3ccc(S(=O)(=O)N4CCCC4)cc3)no2)CC1	77.3
COC(=O)c1ccccc1NC(=O)c1ccc2c(c1)C(=O)N(Cc1ccco1)C2=O	100.5
O=S(=O)(c1ccccc1)N1CCN(c2cc(-c3ccccc3)nc3ncnn23)CC1	83.2
CCSC1=C(C#N)C2(CCCC2)C(C#N)=C(N)N1	83.1
CC1CCN(C(=O)CSc2nnc(CN3CCOCC3)n2-c2ccccc2)CC1	92.1
CCCCOC(=O)CSc1nc(N)c(C#N)c(-c2ccc(OC)cc2)c1C#N	83.8
Cc1ccccc1Cn1cc(NC(=O)c2noc3c2CC(C(C)(C)C)CC3)cn1 (centres undefined)	93.0
COC(=O)C1=C(N)Oc2cc(C)n(C)c(=O)c2C1c1ccc(Cl)cc1 (centres undefined)	96.9
O=C(COc1cc(=O)n2c(n1)SCCC2)c1ccccc1	118.7
CCOC(=O)COc1ccc(S(=O)(=O)N2CCc3ccccc3C2)cc1	100.8
Cc1c2c([n+]3n1CCC3)CC(C)(C)CC2=O	89.3
CCCCn1c(=O)c2ccccc2c2ccccc2c1=O	82.0
CC/C(=N\O)c1ccc(OC)c(OC)c1	108.0
Cc1noc(C)c1S(=O)(=O)Nc1ccc(C(=O)NCCc2ccccc2)cc1	84.8
CCC(c1nnnn1Cc1ccco1)N(Cc1cc2cc(OC)ccc2[nH]c1=O)C1CCCCC1 (centres undefined)	77.9
CCOC(=O)COc1ccc(S(=O)(=O)Nc2ccc3c(c2)OCCO3)cc1	99.0
COc1ccc(-c2nnc3c4ccccc4c(C)nn23)cc1S(=O)(=O)N1CCN(CCO)CC1	75.3
COC(=O)c1ccccc1NC(=O)c1cc(-c2cccs2)on1	67.2
N#Cc1c2n(c3c(=O)n(Cc4ccccc4Cl)cnc13)CCCCC2	81.9
N#Cc1nc(COc2ccc(Cl)cc2)oc1N1CCN(Cc2ccccc2)CC1	74.0
CCNC(=O)CC1SC(=Nc2cccc(Cl)c2C)N(C)C1=O (centres undefined)	79.7
O=C(c1ccc2c(c1)OCO2)[C@@H]1[C@@H]2C(=O)N(C3CCCCC3)C(=O)[C@@H]2C2c3ccccc3C=CN21 (some centres undefined)	102.2
CC(C)(CNS(=O)(=O)c1ccc(F)cc1)CNS(=O)(=O)c1ccc(F)cc1	83.5
CC(C)(C)S(=O)(=O)c1ccc2nc3c(n2c1)CCCC3	90.1
Cn1c(=O)n(Cc2ccccc2F)c2ccccc21	96.3
CCc1nc(NCCCn2ccnc2)c2oc3ccccc3c2n1	109.7
CCOC(=O)/C(C#N)=C1\Nc2ccccc2N=C1N(CC(C)C)CC(C)C	82.7
CCOc1ccccc1Nc1nc(N)nc(CN(C)C2CCCCC2)n1	89.0
N/C(CC(=O)Nc1cccc(C(F)(F)F)c1)=N/O	103.2
CCOCCOC(=O)C1=C(C)Nc2ccc(C)cc2S1	101.1
CCC(c1nnnn1C1CCCCC1)N(Cc1ccco1)Cc1cc2ccc(OC)cc2[nH]c1=O (centres undefined)	96.0
CC1=C(C(=O)Nc2cccc(C)n2)C(c2ccc3c(c2)OCO3)C2=C(CC(c3ccco3)CC2=O)N1 (centres undefined)	83.6
O=C(c1ccco1)N(Cc1cc2ccccc2[nH]c1=O)C1CCCCC1	116.5
O=C(NCc1ccco1)c1noc2c1CCCCC2	93.3
Cc1cc(C)cc(Nc2cc(=O)n(C3CCCCC3)c(=O)[nH]2)c1	89.4
O=C(CCn1c(=O)c2ccccc2n(CC(=O)NCCC2=CCCCC2)c1=O)NCc1ccco1	80.8
CC(C(=O)N1CCCCC1)N1C(=O)c2ccccc2C1=O (centres undefined)	87.1
CCSc1nc(N)c(C#N)c(-c2ccccc2Cl)c1C#N	97.3
COCC(=O)NC(c1ccccc1)c1ccccc1	85.5

The results go on:
compound	SKBR3 24h inh
CCOc1ccc(NS(=O)(=O)c2ccc3[nH]cc(C(=O)NCC4CCCO4)c(=O)c3c2)cc1 (centres undefined)	91.1
Cc1cc2nc(-c3cccnc3SCC(=O)NCc3ccco3)[nH]c2cc1C	98.6
COc1ccc(CCNC(=O)C2CCN(S(=O)(=O)c3cc(OC)ccc3OC)CC2)cc1	80.1
c1cc2c3c(cccc3c1)C(N1CCCCC1)=N2	70.8
CC(C)C[C@H](NC(=O)NC(C)C)C(=O)O	81.2
CC1Cc2ccccc2N1C(=O)c1cnsn1 (centres undefined)	92.3
CCC1(C)Cc2c(C#N)c(N)n(N)c(=S)c2CO1 (centres undefined)	85.7
CCc1cccc(NC(=O)c2ccc(NS(=O)(=O)c3c(C)noc3C)cc2)c1	86.5
O=C(NC1CCCCCC1)C1CCN(C(=O)Cc2ccccc2)CC1	95.6
CC(C)Oc1c(Cl)cc(CNC(C)(C)CO)cc1Cl	92.8
COc1ccc(-c2csc(N(CC3CCCO3)C(=O)c3cccs3)n2)cc1 (centres undefined)	88.0
Cc1cccnc1NCC(O)COc1ccccc1 (centres undefined)	97.5
CCOC(=O)C1C(=O)NC(N2CCCCC2)=NC1c1ccco1 (centres undefined)	76.9
CC(C)COC(=O)NCCOC(=O)Nc1cccc(Cl)c1	89.5
COc1ccc(-c2nc3nc(C)cc(C)n3n2)cc1	81.3
Cc1cc(C)n(C(=O)CN2C(=O)CCC2=O)n1	108.5
COc1ccc2c(c1)c(C(=O)OCCN(C)C)c(C)n2C	99.9
Nc1nnc2c(n1)CCCC2	98.2
COCC(=O)N(CCc1ccc(OC)c(OC)c1)Cc1nc2ccccc2c(=O)[nH]1	84.9
CCOC(=O)c1ccc(NC(=O)CSc2nnc(Cc3cccs3)n2C)cc1	82.6
CC(C)c1ccc(NC(=O)C(c2ccc3c(c2)OCO3)N2CCC3(CC2)OCCO3)cc1 (centres undefined)	85.0
O=C1c2cccnc2C(=O)N1Cc1ccco1	104.8
COc1ccc(Cl)c(NC(=O)Nc2c(C)n(-c3ccccc3)c(=O)n2C)c1	91.1
CN(C)CCNc1nc2c(c(=O)[nH]c(=O)n2C)n1CC(O)COc1ccc(Cl)cc1 (centres undefined)	93.7
CCOC(=O)C1CCN(S(=O)(=O)c2ccc(C(=O)OC)cc2)CC1	93.3
COc1ccc(CSC2=NCCN2)cc1Cl	91.2
CCOC(=O)C1C2C=CC3(CN(c4ccc(Cl)c(F)c4)C(=O)C13)O2 (centres undefined)	87.1
CCC(CC)C(=O)NCCc1cc2c(OC)ccc(OC)c2[nH]c1=O	96.4
Cc1ccc2nc(N3CCN(Cc4ccc(F)cc4)C3=O)c(C)cc2c1	83.1
Cc1ccc(-c2nnc3sc(-c4ccc5c(c4)OCCO5)nn23)cc1	96.9

The list goes on; the last 2 above are carried over.
compound	SKBR3 24h inh
Cc1ccc2nc(N3CCN(Cc4ccc(F)cc4)C3=O)c(C)cc2c1	83.1
Cc1ccc(-c2nnc3sc(-c4ccc5c(c4)OCCO5)nn23)cc1	96.9
COc1ccccc1C(=O)N1CCN(C2CCN(Cc3ccccc3)CC2)CC1	109.7
COc1ccc(CN(Cc2cccnc2)S(=O)(=O)c2ccc(-n3cnnn3)c(C)c2)cc1OC	86.7
Cc1ccc(C)c(OCC(=O)Nc2nonc2NC(=O)COc2cc(C)ccc2C)c1	97.2
COc1ccccc1N1CCN(C(=O)c2ccc(S(=O)(=O)N3CCCCC3)cc2)CC1	122.9
COc1ccc(NC(=O)NCc2ccccn2)cc1OC	95.4
O=c1c2[nH]c3ccccc3c2ncn1CCCn1ccnc1	88.5
Cc1csc2nc(CSc3nc4ccccc4o3)cn12	86.6
CCOc1ccc(/C(=N\O)C(C)NO)cc1 (centres undefined)	98.4
COC(=O)c1[nH]c2ccccc2c1NC(=O)CN1CCN(C(=O)c2ccco2)CC1	87.1
Cc1ccc(O)c(NC(=O)C2CC(c3c(F)cccc3Cl)=NO2)c1 (centres undefined)	87.7
CCOC(=O)c1cnc(=O)[nH]c1C	95.6
CSc1cccc(NC(=O)CN(c2ccc(C)cc2C)S(C)(=O)=O)c1	80.7
CC(=O)c1c(C)nc2nonc2c1N	85.6
COc1ccccc1NC(=O)CN1CCC(n2c(C)nc3cc(F)ccc32)CC1	72.2
COc1ccccc1NC(=O)CC1C(=O)NCCN1C(=O)Nc1ccc(Cl)c(Cl)c1 (centres undefined)	106.1
COc1ccc2c(c1)c1ncn(Cc3ccco3)c(=O)c1n2C	95.4
CCCCn1nnnc1NCc1cc(OC)c(OC)c(OC)c1	66.1
Cc1cc(C(=O)CSCCCn2c(=O)[nH]c3ccccc32)c(C)n1C	91.5
CCn1c(-c2ccc(N(C)C)cc2)nc2ccccc21	71.7
CCn1nc(CC(=O)Nc2nnc(CC(=O)N3CCCC3)s2)c2ccccc2c1=O	89.5
COc1ccc(-n2c(SCC(=O)NCc3cccs3)nnc2-c2ccoc2C)cc1	98.2
CCC(=O)N1CC(C)C(=O)Nc2ccccc21 (centres undefined)	111.8
Cc1nn(-c2ccccc2)c2[nH]c(=O)c(CNCCN3CCOCC3)cc12	60.4
COc1ccc(C(=O)NCCCCCC(=O)O)cc1OC	117.8
O=S(NCc1ccco1)C12CC3CC(CC(C3)C1)C2 (centres undefined)	114.2
CCc1ccc(NS(=O)(=O)c2cc(OC)ccc2OC)cc1	90.5
O=C(NCC(=O)N(CC1CCCO1)C(C(=O)NC1CCCCC1)c1ccc(F)cc1)c1ccco1 (centres undefined)	104.0
COc1ccccc1CNC(=O)CCCn1c(=O)c2ccccc2n(CC(=O)NC2CCCC2)c1=O	79.6
O=C(C1CCCCC1)N1CCC(c2nc3c(nnn3Cc3c(F)cccc3Cl)c(=O)[nH]2)CC1	70.3
CC(=O)OCC1=C(C(=O)O)N2C(=O)[C@@H](NC(=O)Cc3cccs3)[C@H]2SC1	98.1

Gathered by group, the compounds so far containing bromine.
compound	SKBR3 24h inh
N#Cc1ccccc1CSc1nc2ncc(Br)cc2[nH]1	92.9
CCOC(=O)c1cn(CC)c2ccc(Br)cc2c1=O	109.5

Filtered by structure: those above with a tert-butyl group
compound	SKBR3 24h inh
Cc1ccccc1Cn1cc(NC(=O)c2noc3c2CC(C(C)(C)C)CC3)cn1 (centres undefined)	93.0
CC(C)(C)S(=O)(=O)c1ccc2nc3c(n2c1)CCCC3	90.1

More records.
compound	SKBR3 24h inh
CCCn1nc(NS(C)(=O)=O)c2cc3cccc(C)c3nc21	82.4
CCNc1nc(NCC)nc(OCCNS(=O)(=O)c2cc(C)ccc2C)n1	72.7
COCCCn1c2nc3ccccc3nc2c2c(=O)n(-c3ccccc3OC)cnc21	74.1
CCCc1cc(=O)n2[nH]c(C)nc2n1	109.8
CCCCn1c(SCC(=O)N2CC(=O)Nc3ccccc32)nnc1-c1ccoc1C	98.4
COc1cccc(Oc2cn[nH]c2-c2ccc(O)cc2O)c1	84.0
CC1(C)Nc2ccc(O)cc2-c2c1ssc2=S	94.2
Cc1occc1C(=O)Nc1cccc(C(=O)NCc2ccccc2)c1	93.9
O=C1CC(c2ccccc2)CC(O)=C1C=NCCCN1CCOCC1 (centres undefined)	97.4
COc1cccc(-c2nc(S(=O)(=O)c3ccccc3)c(N3CCOCC3)o2)c1	83.1
O=C(C1CCC1)N(CCc1ccccc1)Cc1nc2ccccc2c(=O)[nH]1	71.7
O=C(Cc1c(F)cccc1Cl)NCC1CCCO1 (centres undefined)	81.7
CN1CCN(C(=O)c2cc3c(ccc4ccccc43)oc2=O)CC1	87.3
CN(C1CCCCC1)S(=O)(=O)c1ccc(S(=O)(=O)N2CCCC2)cc1	72.3
CC(=O)Nc1ccc(S(=O)(=O)Nc2nc3n(n2)C(c2ccccc2)CC(=O)N3)cc1 (centres undefined)	106.6
COc1ccc2nc(NC(=O)c3cnccn3)sc2c1	96.8
